Bioassay records: PubChem, several laboratories
CendR NRP1 mod = alters CendR peptide binding to human NRP-1; O14786; 360,000 tested, 0.85% active; AID 602438; FAM-RPARPAR peptide binding to NRP-1, fluorescence polarization; inhibition, % at 25 µM;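 active = inhibition or corrected inhibition above about 18%, plus a signal ratio from 0.5 to 1.5, limit read from the data, passing the limit was not always enough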; note: strong numbers were not always called active
LMPTP block = LMPTP (human) inhibition; P24666; recombinant LMPTP-A, OMFP fluorogenic substrate, fluorescence intensity; AID 651560; inhibition, % at 20 µM; 360,000 tested, 0.22% active;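 active = compounds that cut the enzyme signal by at least half of the control window in the single-dose screen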;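 note: plate controls were DMSO wells with enzyme plus substrate for no effect and substrate without enzyme for full effect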
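Test system – LMPTP-A enzyme · Amount – LMPTP-A at 0.625 nM final in the reaction · Buffer or medium – Bis-Tris pH 6.0, DTT, detergent · Reagent – OMFP 400 µM · Doses – single 20 µM dose · Schedule – reaction 50 min, room temperature, dark · Detection – fluorescence intensity of OMFP turnover product · Evaluation – percent inhibition versus substrate-only and uninhibited controls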
bovine MsrA act = bovine methionine sulfoxide reductase A activation. AID 602163. activation, % at 10.6 µM. purified bovine MsrA, absorbance read-out. 360,000 tested, 0.3% active; in the data active = activation above about 7.5%;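 note: 0% = vehicle and 100% = reference activator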
DNMT1 block = DNMT1 (human) enzyme inhibition; DNMT1 molecular beacon, Hinp1I cleavage, fluorescence; inhibition (reported as % activation of signal), % at 10 µM; 360,000 tested, 0.83% active; in the data active = inhibition above about 50%
Target sequence (P26358 504-1616 limits assumed): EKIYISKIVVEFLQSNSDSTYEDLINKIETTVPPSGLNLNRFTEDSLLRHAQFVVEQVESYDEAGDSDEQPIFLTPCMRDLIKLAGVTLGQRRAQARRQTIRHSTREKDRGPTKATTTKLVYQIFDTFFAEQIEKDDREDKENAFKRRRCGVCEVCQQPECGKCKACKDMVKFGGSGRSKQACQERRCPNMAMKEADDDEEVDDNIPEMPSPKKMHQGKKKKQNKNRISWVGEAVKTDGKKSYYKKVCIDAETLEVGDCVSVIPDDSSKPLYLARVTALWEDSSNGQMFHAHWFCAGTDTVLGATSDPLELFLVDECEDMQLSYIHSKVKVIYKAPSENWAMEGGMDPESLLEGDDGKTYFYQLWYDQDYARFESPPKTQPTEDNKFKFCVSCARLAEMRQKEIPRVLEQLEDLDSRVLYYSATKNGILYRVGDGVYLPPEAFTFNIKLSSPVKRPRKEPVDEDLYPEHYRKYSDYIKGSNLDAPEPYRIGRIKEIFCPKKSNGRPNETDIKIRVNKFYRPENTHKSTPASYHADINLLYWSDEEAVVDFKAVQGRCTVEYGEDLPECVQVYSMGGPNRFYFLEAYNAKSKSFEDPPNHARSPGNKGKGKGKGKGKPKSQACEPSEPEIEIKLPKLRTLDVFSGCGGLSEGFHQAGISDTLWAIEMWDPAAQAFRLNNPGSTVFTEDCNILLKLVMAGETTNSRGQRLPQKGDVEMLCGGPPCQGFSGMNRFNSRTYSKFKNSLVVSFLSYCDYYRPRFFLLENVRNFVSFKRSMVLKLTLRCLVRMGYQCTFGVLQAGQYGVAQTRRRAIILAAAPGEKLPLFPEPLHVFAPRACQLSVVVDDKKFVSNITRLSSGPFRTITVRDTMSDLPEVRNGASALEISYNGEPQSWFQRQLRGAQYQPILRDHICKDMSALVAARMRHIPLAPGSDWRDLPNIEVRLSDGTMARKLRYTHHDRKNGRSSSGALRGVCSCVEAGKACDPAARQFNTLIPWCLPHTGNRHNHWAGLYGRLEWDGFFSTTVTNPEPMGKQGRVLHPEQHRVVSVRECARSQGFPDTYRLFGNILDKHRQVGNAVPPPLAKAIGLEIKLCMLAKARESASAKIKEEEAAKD
Scp-1 inhibitor = blocks human Scp-1 phosphatase activity; 340,000 tested, 0.88% active; Recombinant Scp1, phosphopeptide, malachite green phosphate absorbance; Q9GZU7; AID 493091; inhibition, % at 20 µM;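 active = inhibition above about 50% at 20 µM, limit read from the data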;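 note: plate controls were DMSO wells with enzyme for no effect and wells lacking enzyme for full effect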
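Test system – truncated SCP-1 phosphatase (76-261aa) · Reagent – Phosphorylated 17-residue peptide substrate · Incubation – 45 min room-temperature reaction, 5 min colour, 30 min stabiliser · Detection – colorimetric phosphate reagent with accelerator and stabiliser, absorbance at 630 nm · Measure – % inhibition at 20 µM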
MsrA inhibitor = bovine MsrA inhibition | purified bovine MsrA, absorbance read-out | inhibition, % at 15.5 µM | 360,000 tested, 0.75% active | AID 651718; in the data active = inhibition above about 4.5%;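 note: 0% = vehicle wells with enzyme and 100% = reference inhibitor wells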
SUMO1 PPI mod = alters human SUMO1 binding to SIM partners. P63165. SUMO1 binding to a labelled peptide, TR-FRET, 1 h. inhibition, % at 20 µM. 360,000 tested, 0.33% active. AID 602429; in the data active = inhibition above about 37%
STEP block = STEP (human) phosphatase inhibition; recombinant STEP, OMFP fluorogenic substrate, fluorescence; inhibition, % at 20 µM; 360,000 tested, 0.25% active; AID 588621;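 active = inhibition at 20 µM, scaled per plate between control wells, above about 37%, limit read from the data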;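 note: 0% = DMSO with enzyme and substrate and 100% = substrate only without enzyme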
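Assay system: isolated STEP enzyme. Buffer or medium: pH 6.0 Bis-Tris with DTT and Tween 20. Also added: fluorogenic phosphatase substrate OMFP at 25 µM final. Dosing: 20 µM, 1% DMSO. Timing: 20 min reaction, room temperature, in the dark. Measured by: fluorescence intensity, excitation 480 nm, emission 540 nm. Evaluation: normalized % inhibition.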
E coli Lon inh = E. coli protease La inhibition. purified E. coli Lon protease, fluorescence polarization. AID 602123. 360,000 tested, 0.42% active. inhibition, % at 7.94 µM; in the data active = inhibition above about 13%, passing the limit was not always enough;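 note: 0% = enzyme with probe and DMSO and 100% = no enzyme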
TbMetRS inhib = Trypanosoma brucei MetRS inhibition; 360,000 tested, 0.4% active; inhibition, % at 11.9 µM; purified T. brucei MetRS, ATP depletion, Kinase-Glo luminescence; AID 624268;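 active = inhibition above a per-plate cutoff of the control wells' mean inhibition plus 3 SD, cut at about 5.5% in these data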;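 note: 0% = DMSO wells median and 100% = median of wells with control inhibitor compound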
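System: purified T. brucei MetRS enzyme / Detection: Kinase-Glo luciferase luminescence reporting remaining unconsumed ATP / Medium: HEPES buffer with MgCl2, KCl, DTT, spermine, BSA, pyrophosphatase / Replication: singlicate, one well per compound / Evaluation: percent inhibition relative to median high and low control wells / Schedule: 2 h aminoacylation at 25 °C after 15 min preincubation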
Numbers without * were called inactive; nt = not tested or not shown. Rows were taken by chance; any-hit rate near 4.3%.

SMILES	CendR NRP1 mod	LMPTP block	bovine MsrA act	DNMT1 block	Scp-1 inhibitor	MsrA inhibitor	SUMO1 PPI mod	STEP block	E coli Lon inh	TbMetRS inhib
Cn1c(=O)c2cc(NC(=S)NCc3ccccc3F)ccc2n1C	7	-0.3	0	-8	nt	-0.4	-8	1	0	0.5
O=C(Cc1ccccc1)Nc1ccc(N2CCCC2)cc1	-4	37	-6	94*	2	2.1	-1	1	-12	0.3
COc1ccc(CNCc2ccncc2)cc1OC	-3	-2.5	-2	2	-10	0.1	9	1	0	-0.1
C/C(=N/NC(=O)c1cn(-c2cccc(C)n2)cn1)c1ccc(C)cc1	1	-1.5	-9	0	12	1.4	-1	0	-14	-2.0
O=C(COc1coc(CN2CCN(c3ccc(F)cc3)CC2)cc1=O)NC1CCCCC1	3	0.2	-6	1	-1	-1.3	-2	0	-10	-0.6
COc1cccc(NC(=O)CC2Oc3ccccc3NC2=O)c1 (stereo not drawn)	-4	-0.9	-1	0	3	-0.2	0	-3	-5	-1.3
S=C1NC2=C(CCCC2)C2(CCCCC2)N1	8	-0.8	-3	0	-7	0.5	-2	2	2	0.6
CCS(=O)(=O)N1Cc2ccccc2CC1C(=O)Nc1nc2c(C)cccc2s1 (stereo not drawn)	-8	2.9	-2	-8	-1	-1.3	-1	8	-16	0.7
CC1(c2ccc(OC(F)F)cc2)NC(=O)N(CC(=O)N2CCN(C(=O)c3ccco3)CC2)C1=O (stereo not drawn)	3	-0.4	-4	12	-5	-0.8	-1	-1	16	-0.5
COc1ccc(/C=C/C(=O)Nc2cccc(S(=O)(=O)NC3=NCCCCC3)c2)c(OC)c1	-6	2.0	-5	-4	-6	1.7	-6	-2	-11	0.0
CC(=O)NNC(=O)c1ccncc1	-1	-1.8	1	1	0	-1.0	3	-3	0	0.0
CCCc1cc(C(=O)N2CCCC(CO)(CCCc3ccccc3)C2)n(C)n1 (stereo not drawn)	11	-0.7	-3	1	-2	1.8	-1	-1	-6	-0.3
Cc1ccc(OCCC(=O)OCC(=O)Nc2ccc3c(c2)OCO3)cc1	9	0.6	6	-5	-7	-1.2	3	0	-3	-0.3
Cc1onc(-c2c(Cl)cccc2Cl)c1C(=O)NNC(=O)c1c(-c2c(Cl)cccc2Cl)noc1C	21	1.1	6	0	-17	-1.2	3	0	-7	-0.5
Cc1ccc(NC(=O)C2CCCN2C(=O)OCc2ccccc2)cc1F (stereo not drawn)	-7	-0.9	-3	4	-4	0.0	-2	-2	5	-0.5
CCCC(C(=O)NCc1ccc(OC)cc1)N(Cc1ccco1)C(=O)c1snc(C(N)=O)c1N (stereo not drawn)	-3	-1.4	-2	-3	-11	1.8	51*	2	-4	0.0
CSc1nsc(SC)c1C(=O)N1CCN(S(=O)(=O)c2ccc(C)cc2)C1C (stereo not drawn)	5	-0.5	-6	-1	-6	-0.2	-3	-4	7	-0.6
CCOCCc1nnc(NC(=O)c2cccs2)s1	-3	-0.6	-12	-2	-2	3.2	1	-1	-4	-0.3
CCOC(=O)N(C)C[C@@H]1OCc2cnnn2CCCC(=O)N([C@@H](C)CO)C[C@@H]1C	4	-1.6	-2	5	nt	0.3	14	1	-4	0.1
CCCCC[C@H](C)N1C[C@H](COCc2ccccc2)Oc2cc(N3CCC[C@H]3COC)ccc2S1(=O)=O	0	4.9	0	nt	nt	0.6	1	nt	0	-0.1
COc1cc(NC(=O)Cn2cnc(S(=O)(=O)N3CCCC3)c2)cc(OC)c1OC	4	0.0	-1	3	-9	-0.1	2	2	-8	-0.1
CC1(S(=O)(=O)O)CC(=O)c2ccccc2C1=O (stereo not drawn)	-5	-1.7	-3	7	-1	-0.4	-18	1	-1	-0.8
Cc1ccc(N(C(C)C(=O)N2CCN(Cc3ccccc3)CC2)S(C)(=O)=O)cc1 (stereo not drawn)	-4	-1.2	0	-2	0	-0.6	-1	2	-1	-0.2
O=[N+]([O-])c1ccc(N/N=C\c2cccn2-c2ccccc2)nc1	-51	3.1	-10	-7	12	0.0	-10	5	-91	-0.8
Cc1cccc(NC(=O)CSc2nnc(CNC(=O)c3ccc(S(=O)(=O)N(C)C)cc3)n2-c2ccc(F)cc2)c1	6	-0.3	-3	-6	-4	0.3	-1	-3	1	0.0

Complete entries as entered above. Order of screens: CendR NRP1 mod	LMPTP block	bovine MsrA act	DNMT1 block	Scp-1 inhibitor	MsrA inhibitor	SUMO1 PPI mod	STEP block	E coli Lon inh	TbMetRS inhib
Listed for `Cc1ccc(NC(=O)C2CCCN2C(=O)OCc2ccccc2)cc1F` (stereo not drawn) → -7	-0.9	-3	4	-4	0.0	-2	-2	5	-0.5
Listed for `CCCc1cc(C(=O)N2CCCC(CO)(CCCc3ccccc3)C2)n(C)n1` (stereo not drawn) → 11	-0.7	-3	1	-2	1.8	-1	-1	-6	-0.3

Three entries from above in another layout:
Order of results: CendR NRP1 mod | LMPTP block | bovine MsrA act | DNMT1 block | Scp-1 inhibitor | MsrA inhibitor | SUMO1 PPI mod | STEP block | E coli Lon inh | TbMetRS inhib
> CCOCCc1nnc(NC(=O)c2cccs2)s1
    -3 | -0.6 | -12 | -2 | -2 | 3.2 | 1 | -1 | -4 | -0.3
> CCOC(=O)N(C)C[C@@H]1OCc2cnnn2CCCC(=O)N([C@@H](C)CO)C[C@@H]1C
    4 | -1.6 | -2 | 5 | nt | 0.3 | 14 | 1 | -4 | 0.1
> CCCCC[C@H](C)N1C[C@H](COCc2ccccc2)Oc2cc(N3CCC[C@H]3COC)ccc2S1(=O)=O
    0 | 4.9 | 0 | nt | nt | 0.6 | 1 | nt | 0 | -0.1

Returning to the listing; the 4 compounds before the break are reprinted first.
SMILES	CendR NRP1 mod	LMPTP block	bovine MsrA act	DNMT1 block	Scp-1 inhibitor	MsrA inhibitor	SUMO1 PPI mod	STEP block	E coli Lon inh	TbMetRS inhib
CC1(S(=O)(=O)O)CC(=O)c2ccccc2C1=O (stereo not drawn)	-5	-1.7	-3	7	-1	-0.4	-18	1	-1	-0.8
Cc1ccc(N(C(C)C(=O)N2CCN(Cc3ccccc3)CC2)S(C)(=O)=O)cc1 (stereo not drawn)	-4	-1.2	0	-2	0	-0.6	-1	2	-1	-0.2
O=[N+]([O-])c1ccc(N/N=C\c2cccn2-c2ccccc2)nc1	-51	3.1	-10	-7	12	0.0	-10	5	-91	-0.8
Cc1cccc(NC(=O)CSc2nnc(CNC(=O)c3ccc(S(=O)(=O)N(C)C)cc3)n2-c2ccc(F)cc2)c1	6	-0.3	-3	-6	-4	0.3	-1	-3	1	0.0
CCOc1ccc(S(=O)(=O)NCCC(=O)N2CCN(c3ccccc3O)CC2)cc1	6	0.5	-3	-3	-3	0.6	6	1	-8	-0.3
CC(C)c1onc(C(=O)N2CCCCC2)c1[N+](=O)[O-]	16	-1.8	5	4	-8	-0.4	-1	-1	0	-1.0
O=C(COC(=O)c1cccc(O)c1)Nc1ccc(S(=O)(=O)N2CCOCC2)cc1	1	-0.9	-4	1	-6	0.6	6	2	0	-0.3
CCn1cc(C2=NC(C(C)C)CO2)c2ccccc21 (stereo not drawn)	4	0.3	-2	6	-1	0.3	-2	-2	-4	-1.0
Cc1noc(C(=O)N2CCN(Cc3ccc4c(c3)OCO4)CC2)c1Cl	-1	0.2	-1	2	-13	-0.3	4	3	-1	-0.2
c1coc(-c2ccnc(-c3ccncc3)n2)c1	0	-0.1	-6	3	-10	1.1	-8	2	7	-1.2
Cc1cccc(C)c1OCc1nnc(NC(=O)CSc2ccc(Cl)cc2)s1	3	0.0	-3	7	-2	0.7	-2	3	-1	0.6
COc1ccc(C(=O)NCC(=O)N2CCN(c3ccc(Cl)cc3)CC2)cc1	14	-2.1	-1	0	1	-0.5	1	-5	-2	-0.6
Cc1nc(C)c(C(=O)OC(C)C(=O)Nc2ccc(F)cc2)s1 (stereo not drawn)	10	-0.9	-2	-1	0	-0.5	2	-1	0	-0.4
O=C(NCCCN1CCOCC1)c1cc(S(=O)(=O)N2CCN(c3ccccc3)CC2)ccc1Cl	2	-2.4	-2	1	-1	-1.6	2	6	2	0.3
COc1ccc(CCNC(=O)c2ccc(N(C)S(=O)(=O)c3ccc(C)cc3)cc2)cc1OC	4	1.0	-1	-9	-12	0.5	17	3	-3	0.4
COc1ccc(OC)c(CN2CCN(C(=O)CNC(=O)c3cc(C)cc(C)c3)CC2)c1	1	-1.0	-1	0	-1	-0.8	1	-3	-6	-0.1
COc1cc(OC)c(C(=O)NNC(=O)CN(C)S(=O)(=O)c2ccc(Cl)cc2)cc1OC	-4	0.4	-1	1	-7	-0.1	5	3	-1	-0.5
COc1ccc(NC(=O)C2Cc3c(-c4cccc(F)c4)ccnc3O2)cc1OC (stereo not drawn)	-14	1.0	-7	10	nt	0.2	-1	2	-4	-0.4
CCC(C)[C@@H](CN(N=O)[C@@H](Cc1ccccc1)CN(C)N=O)N(CCc1ccccc1)N=O (stereo partly drawn)	15	2.2	-4	4	-9	nt	3	2	-5	0.0
CCN(c1ccccc1)S(=O)(=O)c1ccc(Cl)c(NC(=O)c2ccc(=O)[nH]n2)c1	-16	0.5	-10	1	-1	-1.3	4	-2	-30	-0.5
COP(=O)(OC)c1nc(-c2cccc3ccccc23)oc1N1CCCCC1	14	0.2	-1	1	-11	1.1	-2	2	2	-0.7
COc1ccc(C(=O)N/N=C/c2ccc(N3CCOCC3)o2)cc1OC	9	-0.9	-2	-2	-6	-0.8	-6	1	-5	-0.6
COc1cccc(NS(=O)(=O)c2ccc3c(c2)N(C(C)=O)CCS3)c1	-6	-0.4	-3	1	-4	-0.7	0	2	-2	-0.2
COc1ccc(NC(=O)COC(=O)C2=COCCO2)cc1OC	0	0.1	-4	-4	6	-1.3	2	0	-6	-0.1
O=C(CSc1ccc(Cl)cc1)NC(=O)NC1CCCC1	-13	0.5	-2	3	-5	-1.2	-2	-1	-9	-0.1
CCCCNC(=O)/C(C#N)=C/c1ccc(-c2ccc(S(=O)(=O)N3CCOCC3)cc2)o1	-4	1.2	-8	-3	-2	0.4	-16	2	1	-1.2
NC(=O)c1ccsc1NC(=O)COC(=O)c1ccccc1F	-13	2.3	-1	-4	-1	0.0	4	0	-4	0.0
Cc1cccc(C)c1NC(=O)CN(C)CC(=O)Nc1cc(Cl)ccc1C#N	-16	-1.4	-2	4	-6	0.9	-3	1	-6	-0.4
CN(C)c1ccc(/C=N\Nc2nc(-c3ccccc3)cc(=O)[nH]2)cc1	13	0.7	0	18	-7	1.7	2	-1	0	-0.8
OCCN(CCO)Cc1csc2ccccc12	6	-2.3	-12	-1	-2	-0.4	-1	-2	1	-1.2
